# TcdB inh: inhibitors of Clostridioides difficile toxin B glycohydrolase. AID 652162. 350,000 tested, 0.24% active. inhibition, % at 9.99 µM. TcdB glycohydrolase enzymatic assay, plate reader. P18177; in the data active = inhibition above about 10%
# Target sequence (P18177 whole entry, looked up): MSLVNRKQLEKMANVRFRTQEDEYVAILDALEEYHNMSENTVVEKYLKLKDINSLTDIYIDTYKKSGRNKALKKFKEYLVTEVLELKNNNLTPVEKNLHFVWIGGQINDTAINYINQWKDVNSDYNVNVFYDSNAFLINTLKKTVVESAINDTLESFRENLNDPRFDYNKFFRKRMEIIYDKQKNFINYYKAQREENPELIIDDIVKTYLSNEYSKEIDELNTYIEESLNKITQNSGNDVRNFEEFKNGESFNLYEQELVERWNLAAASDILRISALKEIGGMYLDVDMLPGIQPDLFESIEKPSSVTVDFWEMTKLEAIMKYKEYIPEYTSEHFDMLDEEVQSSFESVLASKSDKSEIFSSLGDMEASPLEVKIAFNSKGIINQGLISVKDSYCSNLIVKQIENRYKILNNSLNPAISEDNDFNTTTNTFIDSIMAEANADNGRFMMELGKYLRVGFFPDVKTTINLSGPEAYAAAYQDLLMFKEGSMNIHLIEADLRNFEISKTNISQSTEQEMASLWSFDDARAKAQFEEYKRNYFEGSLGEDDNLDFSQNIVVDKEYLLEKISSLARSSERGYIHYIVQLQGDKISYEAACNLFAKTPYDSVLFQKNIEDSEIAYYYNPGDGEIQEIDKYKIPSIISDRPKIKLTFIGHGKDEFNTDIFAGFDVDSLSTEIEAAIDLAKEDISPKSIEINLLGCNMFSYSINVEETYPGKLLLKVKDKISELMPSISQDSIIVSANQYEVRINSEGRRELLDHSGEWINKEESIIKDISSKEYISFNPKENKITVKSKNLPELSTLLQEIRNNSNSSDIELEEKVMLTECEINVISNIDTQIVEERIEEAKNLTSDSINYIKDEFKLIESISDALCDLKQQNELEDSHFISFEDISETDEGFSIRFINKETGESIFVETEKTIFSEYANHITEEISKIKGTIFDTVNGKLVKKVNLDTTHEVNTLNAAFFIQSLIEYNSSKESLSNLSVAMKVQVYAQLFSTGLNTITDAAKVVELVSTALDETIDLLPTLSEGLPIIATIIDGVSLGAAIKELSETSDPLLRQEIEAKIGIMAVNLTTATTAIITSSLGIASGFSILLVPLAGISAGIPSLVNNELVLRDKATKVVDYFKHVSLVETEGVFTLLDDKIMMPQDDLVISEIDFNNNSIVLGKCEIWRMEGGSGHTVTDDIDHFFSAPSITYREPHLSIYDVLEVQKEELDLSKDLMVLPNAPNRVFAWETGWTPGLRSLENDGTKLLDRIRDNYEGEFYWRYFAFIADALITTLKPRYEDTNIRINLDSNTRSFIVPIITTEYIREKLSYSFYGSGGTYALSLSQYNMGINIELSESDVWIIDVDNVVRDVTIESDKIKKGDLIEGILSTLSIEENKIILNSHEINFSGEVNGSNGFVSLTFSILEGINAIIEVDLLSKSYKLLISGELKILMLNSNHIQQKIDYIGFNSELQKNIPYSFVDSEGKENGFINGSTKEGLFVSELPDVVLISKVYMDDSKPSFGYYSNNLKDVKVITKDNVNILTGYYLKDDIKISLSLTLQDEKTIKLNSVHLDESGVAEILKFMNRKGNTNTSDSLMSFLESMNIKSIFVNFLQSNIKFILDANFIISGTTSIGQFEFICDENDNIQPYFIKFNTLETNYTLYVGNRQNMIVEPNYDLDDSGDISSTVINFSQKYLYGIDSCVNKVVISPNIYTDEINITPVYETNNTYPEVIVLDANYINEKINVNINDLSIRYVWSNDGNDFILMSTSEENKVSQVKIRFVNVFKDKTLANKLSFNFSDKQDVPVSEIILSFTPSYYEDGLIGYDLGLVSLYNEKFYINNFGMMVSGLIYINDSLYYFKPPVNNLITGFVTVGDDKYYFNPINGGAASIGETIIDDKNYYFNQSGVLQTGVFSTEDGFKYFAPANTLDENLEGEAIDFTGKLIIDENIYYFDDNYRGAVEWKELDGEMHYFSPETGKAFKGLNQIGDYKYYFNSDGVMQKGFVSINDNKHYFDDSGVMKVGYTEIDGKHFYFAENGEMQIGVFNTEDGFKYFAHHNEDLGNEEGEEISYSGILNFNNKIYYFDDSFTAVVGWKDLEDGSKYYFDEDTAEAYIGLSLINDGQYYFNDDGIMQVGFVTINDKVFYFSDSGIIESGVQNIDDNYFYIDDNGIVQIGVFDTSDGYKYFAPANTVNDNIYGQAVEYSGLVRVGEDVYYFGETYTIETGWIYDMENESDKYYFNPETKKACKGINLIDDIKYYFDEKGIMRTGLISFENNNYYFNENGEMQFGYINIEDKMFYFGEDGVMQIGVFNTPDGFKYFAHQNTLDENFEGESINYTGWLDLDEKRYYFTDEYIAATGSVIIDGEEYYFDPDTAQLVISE
# * = called active by the depositor. Not all compounds are listed (hit frequency here may not be typical).
SMILES,TcdB inh
Cc1ccccc1S(=O)(=O)NCC[C@H]1CC[C@@H](NC(=O)C2CCCCC2)[C@@H](CO)O1,-0.1
COCC(=O)N(C)C[C@@H]1Oc2ncc(C#CC3(O)CCCC3)cc2C(=O)N([C@@H](C)CO)C[C@H]1C,0.0
C[C@@H]1CN([C@H](C)CO)C(=O)c2cc(C#CC3(O)CCCC3)cnc2O[C@H]1CN(C)S(=O)(=O)c1ccc(F)cc1,-0.1
CO[C@H]1CN(C)C(=O)c2ccc(NC(=O)Nc3cccc(F)c3)cc2OC[C@H](C)N(C(C)=O)C[C@H]1C,0.2
N#Cc1ccc(-c2ccc3c(c2)[C@@H]2[C@@H](CCN2C(=O)CN2CCOCC2)[C@@H](CO)N3)cc1,0.7
O=C(N[C@@H]1CC[C@H](CC(=O)N2CCc3ccccc3C2)O[C@@H]1CO)C1CCC1,-0.3
O=C(C1CCOCC1)N1[C@H](CO)[C@@H](c2ccccc2)C12CN(Cc1cccc(Cl)c1)C2,-1.0
O=C(Nc1ccc2c(c1)[C@@H]1C[C@H](CC(=O)N3CCc4ccccc4C3)O[C@@H](CO)[C@@H]1O2)Nc1ccccc1F,-2.6
Cc1nc(S(=O)(=O)N[C@@H]2CCN(Cc3ccc(OCCO)cc3)C2)cn1C,-0.3
COc1ccc(NC(=O)N[C@@H]2CC[C@@H](CCn3cc(C4(O)CCCC4)nn3)O[C@@H]2CO)cc1,0.5
CC=Cc1ccc2n(c1=O)C[C@H]1[C@H](CO)[C@@H](C(=O)N[C@@H](C)c3ccccc3)N(C(=O)c3ccccn3)[C@@H]21 (mixture of isomers),1.5
CO[C@@H]1CN(C)C(=O)c2cc(NS(C)(=O)=O)ccc2OC[C@@H](C)N(CC2CC2)C[C@@H]1C,0.3

# Sorted by length of the SMILES (falling): some entries from above
SMILES,TcdB inh
CC=Cc1ccc2n(c1=O)C[C@H]1[C@H](CO)[C@@H](C(=O)N[C@@H](C)c3ccccc3)N(C(=O)c3ccccn3)[C@@H]21 (mixture of isomers),1.5
C[C@@H]1CN([C@H](C)CO)C(=O)c2cc(C#CC3(O)CCCC3)cnc2O[C@H]1CN(C)S(=O)(=O)c1ccc(F)cc1,-0.1
CO[C@H]1CN(C)C(=O)c2ccc(NC(=O)Nc3cccc(F)c3)cc2OC[C@H](C)N(C(C)=O)C[C@H]1C,0.2
N#Cc1ccc(-c2ccc3c(c2)[C@@H]2[C@@H](CCN2C(=O)CN2CCOCC2)[C@@H](CO)N3)cc1,0.7
O=C(C1CCOCC1)N1[C@H](CO)[C@@H](c2ccccc2)C12CN(Cc1cccc(Cl)c1)C2,-1.0
O=C(N[C@@H]1CC[C@H](CC(=O)N2CCc3ccccc3C2)O[C@@H]1CO)C1CCC1,-0.3

# Following part
SMILES,TcdB inh
COc1ccc2c3c([nH]c2c1)[C@@H](CO)N(C(C)=O)CC31CN(C(=O)Nc2ccc(F)cc2)C1,0.7
O=C(Cc1ccccc1)N1CC(=O)N2[C@H](C1)[C@@H](c1ccc(-c3ccc(F)cc3)cc1)[C@@H]2CO,0.0
COc1ccc(-c2ccccc2[C@H]2[C@@H](C#N)N(C(=O)C3CCC3)[C@@H]2CO)cc1,2.2
C[C@H]1CCCCO[C@H](CN(C)S(=O)(=O)c2cn(C)cn2)[C@@H](C)CN([C@@H](C)CO)C(=O)c2cc(NC(=O)C3CCCCC3)ccc2O1,0.5
CCC(=O)Nc1ccc2c(c1)OC[C@H](C)N(Cc1ccccc1F)C[C@H](C)[C@@H](OC)CN(C)C2=O,0.6
O=C(C[C@H]1C=C[C@@H](NC(=O)C2CC2)[C@@H](CO)O1)NCC1CC1,-0.7
COCCNC(=O)C[C@@H]1CC[C@H]2[C@H](COc3ccc(NC(=O)Nc4ccccc4)cc3C(=O)N2C)O1,0.3
CN1CCN(C(=O)C[C@@H]2C=C[C@H](NC(=O)Cc3ccccn3)[C@H](CO)O2)CC1,-0.8
COc1ccc(NC(=O)Nc2ccc3c(c2)C(=O)N([C@@H](C)CO)C[C@@H](C)[C@@H](CN(C)C(=O)Nc2cccc4ccccc24)OCCCC[C@@H](C)O3)cc1,1.2
C[C@H](CO)N1C[C@H](C)[C@H](CN(C)C(=O)CC2CC2)Oc2cc(C#CC3CC3)ccc2S1(=O)=O,-1.9
CCc1cnc(N2[C@H](C#N)[C@H](c3ccc(C#CCC4CCCC4)cc3)[C@H]2CO)s1,0.2
O=C(NCC(F)(F)F)[C@@H]1[C@@H](CO)[C@@H]2Cn3c(cccc3=O)[C@H]1N2C(=O)C1CC1,-0.4
CC(C)(C)[S@](=O)N1Cc2cc(C(=O)N[C@@H]3CCN(Cc4ccccc4)C3)nc(-c3cccc(-c4ccncc4)c3)c2[C@@H]1CCO,-1.9
O=C(C[C@H]1C[C@H]2c3cc(NS(=O)(=O)c4ccc(F)cc4)ccc3O[C@H]2[C@H](CO)O1)NCc1ccc(Cl)cc1,-1.7
CNC(=O)C[C@@H]1CC[C@@H]2[C@H](COC[C@H](O)CN2C(=O)Nc2ccc(Cl)c(Cl)c2)O1,-0.1
Cc1noc(C)c1S(=O)(=O)Nc1ccc2c(c1)C(=O)N([C@H](C)CO)C[C@H](C)[C@@H](CN(C)Cc1ccc(-c3ccccc3)cc1)O2,0.5
C[C@H]1CN([C@@H](C)CO)S(=O)(=O)c2ccc(C#Cc3ccc(F)cc3)cc2O[C@H]1CN(C)S(=O)(=O)c1ccc(F)cc1,0.2
CC(C)NC(=O)Nc1ccc2c(c1)C(=O)N([C@H](C)CO)C[C@H](C)[C@H](CN(C)C(=O)Nc1ccccc1)O2,-0.3
C[C@@H]1CCCCO[C@@H](CN(C)C(=O)c2ccncc2)[C@@H](C)CN([C@@H](C)CO)C(=O)c2cc(NS(=O)(=O)c3cn(C)cn3)ccc2O1,0.3
COc1ccc(C#Cc2ccc3c(c2)[C@]2(C(=O)N3)[C@H](C(N)=O)[C@H]3C(=O)O[C@H](c4ccccc4)[C@H](c4ccccc4)N3[C@@H]2c2ccc(O)cc2)cc1,-1.0
CO[C@H]1CN(C)C(=O)c2ccc(NC(=O)C3CC3)cc2OC[C@H](C)N(C(=O)CN(C)C)C[C@H]1C,-0.4
CO[C@H]1CN(C)C(=O)c2cc(NC(=O)c3ccccc3)ccc2OC[C@@H](C)N(C(=O)C2CC2)C[C@@H]1C,0.3
Cc1noc(C)c1NC(=O)N(C)C[C@H]1OCCCC[C@H](C)Oc2ccc(NC(=O)C3CCCCC3)cc2C(=O)N([C@@H](C)CO)C[C@@H]1C,-0.4
COc1ccccc1S(=O)(=O)N[C@H]1C=C[C@H](CC(=O)NCc2cccc(F)c2)O[C@H]1CO,-0.7
C[C@H](CO)N1C[C@H](C)[C@H](CN(C)CC2CCCCC2)Oc2c(NC(=O)Nc3ccc4c(c3)OCO4)cccc2C1=O,0.1
Cc1ccc(S(=O)(=O)Nc2ccc3c(c2)CC(=O)N([C@@H](C)CO)C[C@@H](C)[C@H](CN(C)CC2CCCCC2)O3)cc1,0.3
CS(=O)(=O)Nc1ccc2c(c1)[C@@H]1C[C@@H](CC(=O)NC3CCCCC3)O[C@H](CO)[C@@H]1O2,-1.0
O=C(NC1CCC1)[C@@H]1[C@@H](CO)[C@@H]2Cn3c(cccc3=O)[C@H]1N2CC1CCCCC1,0.9
CCS(=O)(=O)Nc1ccc2c(c1)C(=O)N(C)[C@H]1CC[C@H](CC(=O)NC3CCCCC3)O[C@@H]1CO2,-0.4
Cc1ccc(S(=O)(=O)Nc2ccc3c(c2)CC(=O)N([C@H](C)CO)C[C@@H](C)[C@H](CN(C)S(=O)(=O)c2c(C)noc2C)O3)cc1,0.4
CN(C)C(=O)C[C@H]1C=C[C@@H](NC(=O)C2CCOCC2)[C@@H](CO)O1,-0.1
COC(=O)C[C@H]1C[C@H]2c3cc(NC(=O)Nc4ccccc4)ccc3O[C@H]2[C@@H](CO)O1,0.1
CO[C@@H]1CN(C)C(=O)c2ccc(NC(=O)c3ccccc3F)cc2OC[C@H](C)NC[C@H]1C,0.0
C[C@@H]1CN([C@@H](C)CO)C(=O)c2cccc(NS(=O)(=O)c3ccccc3)c2O[C@@H]1CN(C)C(=O)Nc1ccccc1,-1.7
O=C(Cc1ccccn1)N1CC2(C1)[C@H](c1ccccc1)[C@H](CO)N2Cc1ccccn1,0.5
C[C@@H]1CCCCO[C@H](CN(C)Cc2ccncc2)[C@H](C)CN([C@@H](C)CO)C(=O)c2cc(N(C)C)ccc2O1,-32

# Shown as labelled records: 3 of the compounds above.
> Cc1ccc(S(=O)(=O)Nc2ccc3c(c2)CC(=O)N([C@@H](C)CO)C[C@@H](C)[C@H](CN(C)CC2CCCCC2)O3)cc1
  TcdB inh: 0.3

> CC=Cc1ccc2n(c1=O)C[C@H]1[C@H](CO)[C@@H](C(=O)N[C@@H](C)c3ccccc3)N(C(=O)c3ccccn3)[C@@H]21 (mixture of isomers)
  TcdB inh: 1.5

> Cc1noc(C)c1S(=O)(=O)Nc1ccc2c(c1)C(=O)N([C@H](C)CO)C[C@H](C)[C@@H](CN(C)Cc1ccc(-c3ccccc3)cc1)O2
  TcdB inh: 0.5

# More compounds follow.
SMILES,TcdB inh
O=C(c1ccccc1F)N1C[C@@H]2[C@H](c3ccccc31)[C@H](CO)N2C(=O)c1ccc(F)cc1,-8.5
C[C@@H]1CN([C@@H](C)CO)C(=O)c2cc(NC(=O)Nc3cccc4ccccc34)ccc2O[C@@H]1CN(C)C(=O)Nc1ccc(C(F)(F)F)cc1,-0.4
O=C(Nc1cccc(Cl)c1)N1C[C@@H]2[C@H](c3ccccc31)[C@@H](CO)N2Cc1ccccc1Cl,1.3
N#Cc1cccc(-c2ccc(C3[C@H]4CNC[C@@H]3N4S(=O)(=O)Cc3ccccc3)cc2)c1 (stereo partly specified),0.2
COc1ccc2c3c(n(C)c2c1)[C@H](CO)N(C)CC31CN(C(=O)c2ccc3c(c2)OCO3)C1,0.3
C[C@@H]1CN([C@@H](C)CO)C(=O)Cc2cc(NC(=O)Nc3ccc4c(c3)OCO4)ccc2O[C@@H]1CN(C)Cc1ccc(Oc2ccccc2)cc1,1.7
CO[C@H]1CN(C)C(=O)c2cc(NC(=O)c3ccccc3)ccc2OC[C@@H](C)N(C)C[C@H]1C,-0.4
C[C@@H]1CCCCO[C@@H](CN(C)C(=O)Nc2ccc3c(c2)OCO3)[C@@H](C)CN([C@H](C)CO)C(=O)c2cc(NC(=O)Nc3cccc4ccccc34)ccc2O1,-2.0
COCCNC(=O)C[C@H]1CC[C@@H]2[C@@H](COc3ccc(NC(=O)COC)cc3C(=O)N2C)O1,-2.3
Cc1noc(C)c1S(=O)(=O)Nc1ccc2c(c1)C(=O)N([C@H](C)CO)C[C@H](C)[C@H](CN(C)C(=O)CCC(F)(F)F)OCCCC[C@@H](C)O2,0.5
N#C[C@H]1[C@@H](c2ccccc2-c2ccc(F)cc2)[C@H](CO)N1C(=O)Cc1ccccc1,2.5
CN(C)CC(=O)Nc1ccc2c(c1)[C@H]1C[C@H](CC(=O)NCc3ccc(Cl)cc3)O[C@@H](CO)[C@H]1O2,-1.4
CCN1[C@@H]2Cn3c(ccc(C4=CCCC4)c3=O)[C@H]1[C@@H](C(=O)N[C@H](C)c1ccccc1)[C@@H]2CO,0.9
Cn1cnc(S(=O)(=O)N2CC[C@H]3[C@H](CO)Nc4ccc(C#Cc5ccc(F)cc5)cc4[C@H]32)c1,1.4
CCNC(=O)C[C@@H]1CC[C@H]2[C@H](COc3ccc(NC(=O)Nc4c(C)noc4C)cc3C(=O)N2C)O1,-0.3
C/C=C/c1cccc(-c2nc(C(=O)NCCC)cc3c2[C@@H](CCO)N([S@](=O)C(C)(C)C)C3)c1,0.2
C[C@@H]1CCCCO[C@H](CN(C)C(=O)Cc2ccccc2)[C@H](C)CN([C@@H](C)CO)C(=O)c2cc(NC(=O)CCCN(C)C)ccc2O1,0.2
CO[C@@H]1CN(C)C(=O)c2ccc(NC(=O)C3CCC3)cc2OC[C@H](C)N(Cc2ccccn2)C[C@@H]1C,-0.9
C[C@H](CO)N1C[C@H](C)[C@H](CN(C)Cc2ccc(F)cc2)Oc2cc(C#Cc3ccccn3)ccc2S1(=O)=O,0.1
C[C@@H]1CCCCO[C@H](CN(C)C(=O)CCCN(C)C)[C@H](C)CN([C@@H](C)CO)C(=O)c2cc(NS(=O)(=O)c3ccc(F)cc3)ccc2O1,-2.5

# High-throughput results as filed in PubChem.
